RPL19A TOR yeast = alters RPL19A-GFP fluorescence in TOR pathway yeast screen; S. cerevisiae RPL19A-GFP strain, flow cytometry, 3 h; stronger effect = lower value; percent response vs DMSO, % at 10 µM; actives 0.3% (n = 330,000);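 active means percent response vs DMSO below 50%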;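 further: median channel GFP fluorescence of the barcoded RPL19A-GFP strain; ratio of sample median GFP to plate DMSO average so 100% = DMSO; lower means less RPL19A-GFP as with rapamycin TOR inhibition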
LAP4-GFP MLPCN = yeast TOR pathway LAP4-GFP modulation | S. cerevisiae LAP4-GFP multiplex, flow cytometry GFP, 3 h; median GFP as percent of DMSO wells | GFP response vs DMSO, % at 10 µM | actives 0.34% (n = 320,000) | AID 2023;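 active means GFP response vs DMSO above a set limit, about the screen mean plus 3 SD, cut at about 150% in these data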
AHR activator = activates the human aryl hydrocarbon receptor; actives 2.5% (n = 320,000); AHR-responsive luciferase reporter cells, luminescence; activation, % at 5 µM; in the data active means activation above about 47%;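 further: 0% = vehicle wells and 100% = reference agonist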
procasp7 counter = counter-screen for procaspase-3 activators: activators of human procaspase-7 | AID 463210 | recombinant procaspase-7, Ac-DEVD-pNA absorbance 405 nm; D23A/D198A/D206A triple mutant, cannot self-cleave; scale: DMSO 0, 5 µM enzyme 100 | P55210 | activation, % at 8.5 µM | actives 0.093% (n = 330,000);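 active means percent activation above the screen-wide mean plus 3 SD, cut at about 25% in these data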
Target sequence (P55210 whole entry D23A/D198A/D206A): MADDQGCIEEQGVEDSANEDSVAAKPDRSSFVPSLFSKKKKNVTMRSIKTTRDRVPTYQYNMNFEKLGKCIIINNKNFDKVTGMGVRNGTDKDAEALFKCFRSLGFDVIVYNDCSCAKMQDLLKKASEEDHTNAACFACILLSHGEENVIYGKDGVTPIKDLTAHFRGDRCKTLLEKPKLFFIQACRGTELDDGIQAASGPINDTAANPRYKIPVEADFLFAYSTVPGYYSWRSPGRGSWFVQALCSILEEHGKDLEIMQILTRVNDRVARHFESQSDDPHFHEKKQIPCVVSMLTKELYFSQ
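Material: Procaspase-7 triple mutant (PC-7 D3A) | Quantity: 2 µM procaspase-7 mutant as dispensed | Reagent: DEVD-pNA substrate | Times: 1 h preincubation, 2 h reaction | Technique: 405 nm absorbance of p-nitroaniline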
AGP1 TOR yeast = modulators of TOR pathway AGP1-GFP in S. cerevisiae; S. cerevisiae AGP1-GFP multiplex flow cytometry, 3 h; GFP as percent of DMSO wells; actives 0.02% (n = 320,000); GFP response vs DMSO, % at 10 µM;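 active means GFP response relative to DMSO above a set limit, near screen average plus 3 SD, cut at about 150% in these data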;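 further: median GFP channel fluorescence of the gated AGP1 strain per well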
CIT2 TOR yeast = yeast TOR pathway CIT2-GFP modulation; S. cerevisiae CIT2-GFP strain, flow cytometry, 3 h; 100 means same as DMSO wells; GFP response vs DMSO, % at 10 µM; actives 0.065% (n = 320,000);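 active means GFP response relative to DMSO above a set limit, near the screen mean plus 3 SD, cut at about 150% in these data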;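 further: ratio of well median GFP fluorescence to mean of DMSO wells on the plate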
proCasp3 act = activates human procaspase-3; activation, % at 8.5 µM; recombinant procaspase-3 D3A, Ac-DEVD-pNA absorbance 405 nm; P42574; actives 0.11% (n = 330,000); AID 463141;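 active means activation above the mean of all tested compounds plus 3 SD, cut at about 21% in these data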;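 further: 0% = DMSO alone and 100% = DMSO wells spiked with extra 5 µM PC-3 D3A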
Target sequence (P42574 whole entry D9A/D28A/D175A): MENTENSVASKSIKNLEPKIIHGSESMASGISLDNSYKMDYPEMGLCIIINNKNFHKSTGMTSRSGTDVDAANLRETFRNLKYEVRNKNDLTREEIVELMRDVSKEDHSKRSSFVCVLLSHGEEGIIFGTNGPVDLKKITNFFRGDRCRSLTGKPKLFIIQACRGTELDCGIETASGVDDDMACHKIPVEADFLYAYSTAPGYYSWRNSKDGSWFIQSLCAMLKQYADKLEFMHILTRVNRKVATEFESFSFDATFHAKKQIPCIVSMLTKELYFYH
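Assay system: Autoprocessing-dead procaspase-3 D3A mutant enzyme; also added: Ac-DEVD-pNA; doses: one concentration, 8.5 µM nominal, 0.8% DMSO; times: 1 h compound preincubation, 2 h substrate hydrolysis at 25 °C; technique: 405 nm absorbance of p-nitroaniline, reads at 0 and 120 min; measure: % activation between DMSO and enzyme-spiked controls; repeats: single replicate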
MEP2 TOR yeast = alters MEP2-GFP fluorescence in TOR pathway yeast screen; S. cerevisiae MEP2-GFP strain, flow cytometry GFP, 3 h; 100% = DMSO control level; GFP response vs DMSO, % at 10 µM; actives 0.51% (n = 330,000);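 active means GFP response versus DMSO above a set limit, roughly screen mean plus 3 SD, cut at about 180% in these data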;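 further: median GFP fluorescence of the barcode-gated MEP2-GFP cells per well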
* hit, by the source's call; x = no result given.

Results follow in this order: RPL19A TOR yeast | LAP4-GFP MLPCN | AHR activator | procasp7 counter | AGP1 TOR yeast | CIT2 TOR yeast | proCasp3 act | MEP2 TOR yeast
- CC(C)(C)OC(=O)C[C@@H]1C/C=C\C[C@@H](CC(=O)N(CCO)Cc2ccccc2)C(=O)NC[C@H](c2ccccc2)OC1=O
  94 | 101 | -1 | 0 | 106 | 96 | 6 | 103
- COc1ccc(CCNC(=O)CNCC(c2ccccc2)N(C)C)cc1OC (stereo not drawn)
  101 | 92 | 3 | -1 | 100 | 98 | 2 | 94
- Cc1cc(N/C=C(\C#N)S(=O)(=O)c2ccccc2Cl)nc(C)n1
  96 | 104 | -1 | 1 | 102 | 91 | -8 | 98
- COc1ccc(OC)c(/C=N/N(C)c2ccccc2)c1
  96 | 90 | -3 | -4 | 91 | 104 | 4 | 99
- O=C1NC(C(=O)O)=CC(c2ccc([N+](=O)[O-])cc2)N1 (stereo not drawn)
  111 | 95 | 1 | -11 | 103 | 100 | -21 | 105
- COCC(=O)N(C)C1(c2nnnn2CCOC(=O)Nc2ccc(Cl)cc2)CCCC1
  96 | 93 | 1 | 6 | 95 | x | 5 | 89
- CC1(C(=O)N2CCC(CO)(Cc3cccc(C(F)(F)F)c3)CC2)CC1
  102 | 97 | 1 | -3 | 111 | 99 | 9 | 104
- COc1cccc(/C=C2\SC(N)=NC2=O)c1OS(=O)(=O)c1ccccc1
  105 | 95 | 4 | 1 | 103 | 105 | -5 | 102
- C[C@H](NC(=O)NCCc1ccccc1)C(=O)O
  86 | 86 | -2 | 9 | 87 | 78 | 2 | 92
- CCc1nc(SCC(=O)OC(C)C)c2ccccc2n1
  94 | 94 | 1 | -1 | 107 | 101 | 5 | 99

The closing 2 entries of the part before come first, to join the parts.
Results follow in this order: RPL19A TOR yeast | LAP4-GFP MLPCN | AHR activator | procasp7 counter | AGP1 TOR yeast | CIT2 TOR yeast | proCasp3 act | MEP2 TOR yeast
- C[C@H](NC(=O)NCCc1ccccc1)C(=O)O
  86 | 86 | -2 | 9 | 87 | 78 | 2 | 92
- CCc1nc(SCC(=O)OC(C)C)c2ccccc2n1
  94 | 94 | 1 | -1 | 107 | 101 | 5 | 99
- COC(=O)c1ccc(C)c(-n2c(C)cc(C=O)c2C)c1
  96 | 87 | 3 | -1 | 92 | 93 | 6 | 100
- COc1cccc(NC(=O)CN2C(=O)COc3ccc(C)cc32)c1
  106 | 88 | -2 | 1 | 95 | 99 | 14 | 108
- S=C1N(c2ccccc2)C(c2ccc(Cl)cc2)N2CCCN12 (stereo not drawn)
  96 | 106 | 2 | 0 | 97 | 80 | 1 | 99
- Cc1cc(C)c(-c2nc3ccccc3s2)[nH]1
  99 | 100 | 28 | -1 | 95 | 104 | -3 | 104
- O=[N+]([O-])c1cc(/C=N/OCc2c(Cl)cccc2Cl)ccc1N1CCOCC1
  97 | 96 | -3 | 7 | 96 | 97 | -3 | 100
- Cc1cc(-c2nc(-c3ccc(C(C)(C)C)cc3)no2)no1
  92 | 108 | 14 | 7 | 96 | 98 | -1 | 103
- CNC(=O)COC(=O)c1cc(-c2ccc(OC)cc2)nc2ccccc12
  99 | 117 | 2 | 8 | 97 | 101 | -8 | 114
- COc1ccc(CN2CCC(=O)N([C@H](CO)CC(C)C)CC2)cc1OC
  96 | 91 | 0 | -8 | 102 | 99 | 2 | 102
- COc1ccccc1-n1c(SCC(=O)N2CCCCC2)nc(O)c(Cc2ccccc2)c1=O
  103 | 101 | 0 | 3 | 104 | 103 | 7 | 101
- COc1cc(OC)c(OC)cc1/C=C/c1cc(C(=O)O)c2ccccc2n1
  101 | 99 | 2 | -1 | 105 | 101 | -7 | 103
- CC1CC(C)(C)N2C(=O)C(=C(C#N)C#N)c3cccc1c32 (stereo not drawn)
  91 | 105 | 1 | -6 | 94 | 85 | 6 | 105
- O=S(=O)(c1ccc(N2CCN(CCO)CC2)nc1)N1CCCCC1
  93 | 87 | 5 | 0 | 94 | 95 | 6 | 93
- O=S(=O)(Nc1ccc(OC(F)(F)F)cc1)c1cccc2nonc12
  104 | x | -2 | 3 | x | x | -15 | 103
- CCc1nnc(NC(=O)c2sc3nc4c(cc3c2N)CCCCCC4)s1
  109 | 89 | 50* | -11 | 99 | 100 | -3 | 97
- CCSc1nnc(N(CCC(=O)O)CCC(=O)O)s1
  99 | 98 | 2 | -1 | 102 | 103 | -8 | 113
- COC(=O)c1oc2ccc(Br)cc2c1NC(=O)CCCN1C(=O)c2ccccc2C1=O
  98 | 95 | -4 | 10 | 101 | 100 | 3 | 99
- NCCNC(=O)c1c(O)c2cccc3c2n(c1=O)CCC3
  104 | 89 | x | x | 96 | 93 | x | 90
- COc1ccc(CCn2c(N)c(C(=O)NCc3ccco3)c3nc4ccccc4nc32)cc1
  102 | 101 | -8 | 4 | 91 | 88 | -14 | 102
- Cc1cccc2cc3c(N)c(C(=O)N4CCOCC4)sc3nc12
  95 | 110 | 81* | -12 | 82 | 99 | -8 | 106
- CCOC(=O)C1=C(COC(=O)c2cc(OC)c(OC)cc2[N+](=O)[O-])NC(=O)NC1C (stereo not drawn)
  96 | 105 | 2 | 9 | 100 | 89 | 3 | 92
- O=C(NCC1CC1)c1cccc2c1C(=O)c1ccc(N3CCCC3)cc1S2(=O)=O
  94 | 89 | 1 | -2 | 99 | 101 | -3 | 90
- Cn1c2ccc(F)cc2c2nnc(SCC(=O)Nc3cccc(O)c3)nc21
  101 | 93 | 8 | -19 | 96 | 98 | 1 | 109
- CC(=O)Nc1ccc(S(=O)(=O)NC(C)C(=O)OCCOc2ccc(F)cc2)cc1 (stereo not drawn)
  98 | 101 | 0 | 13 | 102 | 98 | 10 | 104
- CCN(Cc1ccccc1)C(=O)CCCOc1ccccc1
  105 | 115 | 3 | 5 | 106 | 103 | -5 | 111
- CC(C)C[C@@H](CN(N=O)[C@@H](Cc1ccccc1)CN(C)N=O)N(CCc1ccccc1)N=O
  96 | 122 | 1 | -1 | 78 | 73 | 3 | 95
- CCc1cc(Cl)c(OC)c(C(=O)NC[C@@H]2CCCN2CC)c1O
  100 | 104 | 0 | 6 | 97 | 97 | -2 | 99
- COc1ccccc1C(=O)NC(=S)N1CCc2ccccc21
  85 | 97 | 16 | -7 | 96 | 88 | 5 | 88
- Cc1nc2ccccc2nc1CSc1nncs1
  96 | 99 | 33 | -3 | 97 | 91 | -1 | 104
- Oc1ccc(NCc2cccc(OCc3ccc(F)cc3)c2)cc1
  91 | 92 | 11 | -21 | 87 | 88 | -5 | 90
- CCc1ccc(C(=O)CSc2ncn[nH]2)cc1
  102 | 105 | 0 | 9 | 107 | 100 | -10 | 100
- CCc1nnc(NC(=O)c2ccc(S(=O)(=O)N(CCOC)CCOC)cc2)o1
  98 | 91 | -3 | 0 | 100 | x | -11 | 92
- Cc1ccc(S(=O)(=O)c2ccc(Cl)cc2)cc1S(=O)(=O)NC(C)C(=O)O (stereo not drawn)
  98 | 91 | 13 | 7 | 95 | 103 | 1 | 109
- COc1ccc(OCC(=O)Nc2nc3ccc(NC(C)=O)cc3s2)cc1
  95 | 92 | 24 | 7 | 96 | 97 | 0 | 94
- C/C(CC(=O)c1ccccc1)=N\NC(=O)CC#N
  95 | 101 | 1 | 0 | 100 | 104 | -8 | 105
- Cc1ccc(NC(=O)c2ccc3ccccc3n2)nc1
  78 | 91 | 86* | 0 | 84 | 78 | -5 | 97
- COC(=O)c1ccc(/C=C2\N=C(SC)SC2=O)cc1
  99 | 89 | 3 | -1 | 93 | 99 | 3 | 96
- CN(C)c1ccc(-c2nnn(CC(=O)Nc3ccc4c(c3)OCCO4)n2)cc1
  96 | 107 | 3 | 6 | 84 | 100 | 3 | 65
- CC(=O)Nc1ccc(SCC(=O)NCC2(N3CCCCC3)CCCCC2)cc1
  95 | 101 | -1 | -24 | 99 | 95 | -19 | 93
- CC(=O)Nc1cccc(C(=O)OCC(=O)NNC(=O)c2ccc([N+](=O)[O-])cc2)c1
  87 | 91 | 0 | 4 | 92 | 84 | 8 | 91
- O=C(NCCNc1ccc([N+](=O)[O-])cc1)c1ccccc1F
  106 | 86 | -1 | -10 | 98 | 103 | -4 | 105
- CCOc1ccc(NC(=O)CN(C)C(=O)c2ccc(C)o2)cc1OCC
  104 | 108 | 2 | -7 | 109 | 107 | 3 | 109
- CCOC(=O)c1ccc(OC)c(OC)c1Cl
  95 | 108 | 2 | -2 | 96 | 90 | 6 | 94
- CCCC(=O)Nc1nc(-c2ccccc2)ns1
  99 | 111 | 70* | 8 | 96 | 86 | 3 | 100
- CCc1ccc(CNc2ccc3c(c2)ncn3CC)cc1
  103 | 94 | 30 | -4 | 103 | 99 | 1 | 91
- Cc1c(C)c2cc(Cl)c(O)c(CN3CCN(C)CC3)c2oc1=O
  96 | 99 | 8 | 6 | 60 | 93 | -4 | 97
- COc1cccc(C(=O)NNC(=O)/C=C/c2ccccc2)c1
  113 | 74 | x | x | 97 | 112 | x | 105
- CC(=O)c1ccc(N2CCN(C(=O)Cc3cccs3)CC2)cc1
  97 | 101 | 1 | 4 | 97 | 91 | 3 | 101
- Cc1cc(NS(=O)(=O)c2ccc(C(C)C)cc2)no1
  109 | 94 | 3 | -11 | 86 | 96 | 1 | 107
- Cc1ccc(C(C)C)c(OCC(=O)NNC(=O)Nc2ccccc2)c1
  104 | 105 | 0 | 3 | 112 | 106 | -5 | 106
- O=C(NC(=S)Nc1cccnc1)c1cccs1
  106 | 98 | 23 | -21 | 103 | 102 | -4 | 108

(further entries)
Results follow in this order: RPL19A TOR yeast | LAP4-GFP MLPCN | AHR activator | procasp7 counter | AGP1 TOR yeast | CIT2 TOR yeast | proCasp3 act | MEP2 TOR yeast
- Cc1oc(CC(C)C)c(CN)c1C(=O)O
  101 | 98 | -2 | 3 | 103 | 99 | -2 | 104
- CC(=O)NC(CC(=O)Nc1nc(-c2ccc(N(C)S(C)(=O)=O)cc2)cs1)c1ccccc1 (stereo not drawn)
  106 | 114 | 10 | -2 | 107 | 104 | -6 | 102
- O=C1c2ccncc2C(=O)N1c1cccc(Cl)c1
  104 | 92 | 3 | 11 | 101 | 107 | 2 | 105
- COC(=O)COC(=O)CC(CC(N)=O)c1ccccc1 (stereo not drawn)
  99 | 100 | 1 | -4 | 93 | 95 | -6 | 98
- COC(=O)c1c(C(=O)OC)c2n(c1C)CCC2
  99 | 96 | 1 | -3 | 98 | x | 10 | 95
- CCc1ccc(NC(=O)C2CCCN(S(C)(=O)=O)C2)cc1 (stereo not drawn)
  111 | 103 | 7 | 0 | 118 | 115 | 4 | 104
- Cc1cc(C)n2nc(CC(=O)NC3CCCCCCC3)nc2n1
  100 | 102 | 3 | 1 | 98 | 94 | 0 | 106
- COc1cccc(NC(=O)CSc2nnnn2C2CCCC2)c1
  101 | 97 | 7 | -1 | 101 | 108 | -2 | 105
- COc1ccc(-n2ncc(C(C)NS(=O)(=O)c3cc(F)ccc3C)c2C)cc1 (stereo not drawn)
  127 | 80 | x | x | 103 | 116 | x | 105

Bioassay records deposited in PubChem by several laboratories.

An unsorted share of the library, and some 3.5% of all compounds hit somewhere here.
